Screening data deposited in PubChem BioAssay by Broad Institute.
Pf Dd2 growth: P. falciparum Dd2 growth inhibition. 94,000 tested, 2.3% active. activity change, % at 10 µM. SYBR Green, 72 h; hits give low values; in the data active = activity change below about -80%
T cruzi growth: T. cruzi proliferation inhibition | 77,000 tested, 5.9% active | T. cruzi beta-gal in NIH3T3, GalScreen luminescence, 90 h | inhibition, % at 8.34 µM;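 active = mean inhibition above about 93%, with at least 55% of replicates each passing it, limit read from the data, passing the limit was not always enough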
GASC1 inh: KDM4C (human) demethylase inhibition | GST-KDM4C 2-372, H3K9me3 peptide, LANCE TR-FRET | inhibition, % at 12.5 µM | 96,000 tested, 0.15% active | AID 720574;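 active = mean replicate inhibition above about 25%, with at least 55% of replicates also reaching it, limit read from the data, passing the limit was not always enough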
Target sequence (Q9H3R0 2-372 limits assumed): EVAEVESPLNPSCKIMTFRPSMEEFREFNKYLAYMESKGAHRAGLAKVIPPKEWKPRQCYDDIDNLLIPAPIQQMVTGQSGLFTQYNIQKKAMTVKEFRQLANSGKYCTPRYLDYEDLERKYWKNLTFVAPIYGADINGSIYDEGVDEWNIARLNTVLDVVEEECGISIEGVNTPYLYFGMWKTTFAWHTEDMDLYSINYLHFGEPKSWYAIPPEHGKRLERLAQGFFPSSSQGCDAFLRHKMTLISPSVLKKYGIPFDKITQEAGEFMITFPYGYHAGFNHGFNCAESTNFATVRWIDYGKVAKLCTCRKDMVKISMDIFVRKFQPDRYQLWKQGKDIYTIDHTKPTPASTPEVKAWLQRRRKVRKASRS
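Material: GST-tagged GASC-1 (JMJD2C) catalytic fragment, aa 2-372. Input: enzyme final amount 10 nM. Medium: HEPES buffer, pH 7.5, plus ascorbate. Reagent: H3K9me3 peptide substrate, Fe(II), 2-oxoglutarate. Doses: single dose. Times: reaction 30 min RT, detection step 1 h RT. Measured by: LANCE TR-FRET. Evaluation: Fall in 671/618 emission ratio as inhibition.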
C diff HTS: C. difficile growth inhibition; Clostridium difficile clinical isolate growth, OD600, 24 h; hits give low values; growth activity, negative = inhibition, % at 16 µg/mL (by protocol); 86,000 tested, 0.25% active;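 active = mean growth activity at or below -80% and every replicate also at or below -80%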;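 note: 0% = DMSO wells and -100% = levofloxacin 16 µg/mL wells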
Active calls of the source: *; / = not tested or not shown; & = joins results of further samples.

Second line of a record: Pf Dd2 growth	T cruzi growth	GASC1 inh	C diff HTS
> Cc1noc(C)c1NC(=O)Nc1cccc2c1O[C@@H](CN(C)CC1CCCCC1)[C@@H](C)CN([C@H](C)CO)C2=O
    5	-3	1.2	2
> C[C@H]1CN([C@@H](C)CO)C(=O)c2cccc(NC(=O)Nc3ccc4c(c3)OCO4)c2O[C@@H]1CN(C)S(=O)(=O)c1ccc(F)cc1
    -16	7	0.4	-12
> C[C@@H]1CN([C@@H](C)CO)C(=O)c2cc(NC(=O)Cn3cnnn3)ccc2O[C@@H]1CN(C)C(=O)Nc1ccc(F)cc1
    26	33	0.4	9
> CCCC(=O)Nc1ccc2c(c1)C(=O)N(C)[C@@H]1CC[C@H](CC(=O)NCCc3ccccc3)O[C@@H]1CO2
    10	3	-0.7	2
> COc1ccc2c3c([nH]c2c1)[C@@H](CO)N(Cc1nccs1)CC31CCN(Cc2cncnc2)CC1
    -67	/	-0.4	12
> O=C(Nc1ccc(C(F)(F)F)cc1)Nc1ccc2c(c1)[C@@H]1C[C@H](CC(=O)N3CCc4ccccc4C3)O[C@@H](CO)[C@@H]1O2
    -32	153*	8.9	-1
> C[C@H]1CN([C@@H](C)CO)C(=O)Cc2cc(NC(=O)CCCCCC(=O)Nc3ccccc3N)ccc2O[C@@H]1CN(C)S(=O)(=O)c1ccccc1
    -38	34	1.9	5
> Cc1ccc(S(=O)(=O)N[C@H]2CC[C@H](CCNC(=O)C3CCCC3)O[C@H]2CO)cc1
    2	/	-2.8	-4
> CCC(=O)N[C@H]1C=C[C@H](CC(=O)NCc2ccccc2F)O[C@@H]1CO
    3	18	0.1	/
> COCC(=O)N(C)C[C@H]1Oc2cc(C#CC(C)(C)O)ccc2S(=O)(=O)N([C@H](C)CO)C[C@@H]1C
    25	/	0.3	-2
> Cc1noc(C)c1NC(=O)Nc1ccc2c(c1)C(=O)N([C@@H](C)CO)C[C@@H](C)[C@@H](CN(C)Cc1ccc(C(=O)O)cc1)OCCCC[C@@H](C)O2
    44	20	-2.2	-2
> CCNC(=O)C[C@H]1CC[C@@H]2[C@H](COc3ccc(NC(=O)Nc4ccccc4OC)cc3C(=O)N2C)O1
    -7	10	-1.0	-5
> C[C@@H]1CCCCO[C@@H](CN(C)S(=O)(=O)c2ccccc2)[C@@H](C)CN([C@H](C)CO)C(=O)c2cc(NC(=O)Nc3ccc4c(c3)OCO4)ccc2O1
    -77	35	1.3	2
> C[C@@H]1CN([C@@H](C)CO)C(=O)c2cc(NS(C)(=O)=O)ccc2O[C@@H]1CN(C)Cc1ccncc1
    13	-17	-0.3	-3
> Cc1cc(C(=O)Nc2cccc3c2O[C@H](CN(C)S(=O)(=O)c2ccccc2)[C@@H](C)CN([C@@H](C)CO)C3=O)n(C)n1
    -6	10	0.8	-3
> O=C(Nc1cc(F)ccc1F)N[C@H]1C=C[C@@H](CC(=O)N2CCc3ccccc3C2)O[C@@H]1CO
    -2	-18	0.8	/
> O=C(C[C@H]1CC[C@@H]2[C@H](COC[C@@H](O)CN2CCC(F)(F)F)O1)NCc1ccc2c(c1)OCO2
    -2	33	-0.8	1&-3
> COCC(=O)Nc1ccc2c(c1)[C@@H]1C[C@H](CC(=O)NCCc3ccccc3)O[C@H](CO)[C@@H]1O2
    1	-13	0.3	-1
> CCN1[C@@H]2c3ccc(C4=CCCC4)c(=O)n3C[C@H]1[C@H](CO)[C@H]2C(=O)N[C@@H](C)c1ccccc1
    1	9	0.4	1
> C[C@@H]1CN([C@@H](C)CO)C(=O)CCCn2cc(nn2)CO[C@@H]1CN(C)Cc1cccc(O)c1
    -17	-20	1.5	-2

One compound at a time (already shown). Order of screens: Pf Dd2 growth | T cruzi growth | GASC1 inh | C diff HTS
Results for `CCN1[C@@H]2c3ccc(C4=CCCC4)c(=O)n3C[C@H]1[C@H](CO)[C@H]2C(=O)N[C@@H](C)c1ccccc1` : 1 | 9 | 0.4 | 1
Results for `C[C@@H]1CCCCO[C@@H](CN(C)S(=O)(=O)c2ccccc2)[C@@H](C)CN([C@H](C)CO)C(=O)c2cc(NC(=O)Nc3ccc4c(c3)OCO4)ccc2O1` : -77 | 35 | 1.3 | 2
Results for `C[C@H]1CN([C@@H](C)CO)C(=O)Cc2cc(NC(=O)CCCCCC(=O)Nc3ccccc3N)ccc2O[C@@H]1CN(C)S(=O)(=O)c1ccccc1` : -38 | 34 | 1.9 | 5
Results for `Cc1cc(C(=O)Nc2cccc3c2O[C@H](CN(C)S(=O)(=O)c2ccccc2)[C@@H](C)CN([C@@H](C)CO)C3=O)n(C)n1` : -6 | 10 | 0.8 | -3

Other compounds:
Second line of a record: Pf Dd2 growth	T cruzi growth	GASC1 inh	C diff HTS
> C[C@@H]1CN([C@@H](C)CO)C(=O)CCCn2cc(nn2)CO[C@H]1CN(C)C(=O)C1CCCCC1
    32	15	0.3	/
> C[C@@H]1CCCCO[C@@H](CN(C)Cc2ccccc2)[C@@H](C)CN([C@H](C)CO)C(=O)c2cc(NC(=O)CCC(F)(F)F)ccc2O1
    -21	72	2.6	0
> COc1ccc(NC(=O)Nc2cccc3c2O[C@@H](CN(C)Cc2ccc(Oc4ccccc4)cc2)[C@H](C)CN([C@@H](C)CO)C3=O)cc1
    -26	54	1.0	7
> O=C(C[C@H]1CC[C@@H]2[C@H](COC[C@H](O)CN2CCc2ccccc2)O1)NCCCN1CCOCC1
    11	-33	0.3	9&-4
> C[C@@H]1CN([C@@H](C)CO)C(=O)c2cc(NS(=O)(=O)c3ccc(F)cc3)ccc2O[C@@H](C)CCCCO[C@H]1CN(C)S(=O)(=O)c1cccs1
    /	46	-0.3	-3
> CO[C@H]1CN(C)C(=O)c2cc(NC(C)=O)ccc2OC[C@H](C)N(C(=O)Cc2ccccn2)C[C@@H]1C
    8	-59	2.6	/
> COc1ccc2c3c(n(C)c2c1)[C@@H](CO)N(C(=O)CC1CC1)CC31CCN(C(=O)CC2CC2)CC1
    -51	/	0.6	1
> C[C@H](CO)N1C[C@H](C)[C@H](CN(C)C(=O)Nc2ccc(F)cc2)Oc2ccc(NC(=O)CCCCCC(=O)Nc3ccccc3N)cc2C1=O
    -8	/	-0.6	1
> CO[C@@H]1CN(C)C(=O)c2ccc(NS(C)(=O)=O)cc2OC[C@H](C)NC[C@H]1C
    25	-18	-1.4	-2
> CC(C)NC(=O)Nc1ccc2c(c1)CC(=O)N([C@H](C)CO)C[C@@H](C)[C@@H](CN(C)C)O2
    3	4	0.1	5
> C[C@H]1CN([C@@H](C)CO)C(=O)c2cc(NC(=O)c3ccncc3)ccc2O[C@H]1CN(C)S(=O)(=O)c1ccc(F)cc1
    18	-5	-1.2	-1
> CNC[C@H]1Oc2c(NC(=O)Nc3ccc4c(c3)OCO4)cccc2C(=O)N([C@@H](C)CO)C[C@@H]1C
    22	-12	-0.3	0
> C[C@@H]1CCCCO[C@H](CN(C)Cc2ccncc2)[C@H](C)CN([C@@H](C)CO)C(=O)c2cc(NC(=O)Nc3ccc(F)cc3)ccc2O1
    -8	35	1.3	-3
> C[C@@H]1CN([C@H](C)CO)C(=O)c2cc(NS(C)(=O)=O)ccc2O[C@@H]1CN(C)CC1CC1
    -3	-5	-2.5	-1
> CN1CCN(C(=O)C[C@@H]2CC[C@@H]3[C@H](COC[C@H](O)CN3S(=O)(=O)c3cccc(F)c3)O2)CC1
    -7	-79	-0.4	9&7
> Cc1noc(C)c1S(=O)(=O)N(C)C[C@H]1OCCCC[C@H](C)Oc2ccc(NC(=O)c3ccccc3)cc2C(=O)N([C@@H](C)CO)C[C@@H]1C
    -86*	67	-1.5	8
> CO[C@@H]1CN(C)C(=O)c2ccc(NC(=O)CC(F)(F)F)cc2OC[C@H](C)N(S(=O)(=O)c2cn(C)cn2)C[C@H]1C
    19	/	-1.0	-2
> C[C@H](CO)N1C[C@H](C)[C@@H](CN(C)C(=O)c2ccncc2)Oc2ncc(C#CC3CCCC3)cc2C1=O
    19	/	-0.9	/
> CCCN1C[C@H](C)[C@H](OC)CN(C)C(=O)c2cc(NC(=O)c3ccc(F)cc3)ccc2OC[C@H]1C
    -11	-22	-0.2	/
> COc1cccc(S(=O)(=O)N2C[C@H](O)COC[C@H]3O[C@@H](CC(=O)NCCCN4CCOCC4)CC[C@@H]32)c1
    /	33	-1.5	-10&-13

The list continues:
Second line of a record: Pf Dd2 growth	T cruzi growth	GASC1 inh	C diff HTS
> COc1ccc(NC(=O)N(C)C[C@H]2Oc3ccc(NC(=O)CCC(F)(F)F)cc3CC(=O)N([C@H](C)CO)C[C@@H]2C)cc1
    9	55	-1.7	-1
> C[C@H](CO)N1C[C@H](C)[C@H](CN(C)S(=O)(=O)c2ccc(C(F)(F)F)cc2)OCc2ccccc2-c2ccccc2C1=O
    -85*	93	-1.4	5
> C[C@H]1CN([C@@H](C)CO)C(=O)Cc2cc(NC(=O)CCC(F)(F)F)ccc2O[C@H]1CN(C)CC1CC1
    20	40	3.5	5
> CN1C(=O)c2cc(NC(=O)C3CCCC3)ccc2OC[C@@H]2O[C@H](CC(=O)O)CC[C@@H]21
    17	-22	-1.0	-1
> C[C@H](CO)N1C[C@H](C)[C@@H](CN(C)C(=O)c2cccnc2)Oc2ncc(-c3ccc(C(=O)N(C)C)cc3)cc2C1=O
    12	-95	-0.1	1
> C[C@H](CO)N1C[C@H](C)[C@H](CN(C)S(=O)(=O)c2cn(C)cn2)Oc2ccc(NC(=O)Cn3cnnn3)cc2C1=O
    27	26	-0.6	/
> C[C@H]1CN([C@@H](C)CO)C(=O)c2cc(NC(=O)Cc3cn(C)c4ccccc34)ccc2O[C@@H]1CN(C)S(=O)(=O)c1ccc(Cl)cc1
    -9	37	0.1	7
> N#C[C@H]1[C@@H](c2ccccc2-c2ccc(F)cc2)[C@H](CO)N1c1ncc(-c2ccccc2)s1
    -31	/	-1.9	-6
> C[C@H](CO)N1C[C@H](C)[C@@H](CN(C)S(=O)(=O)c2ccc(F)cc2)Oc2ccc(NC(=O)CCCCCC(=O)Nc3ccccc3N)cc2C1=O
    -52	/	0.4	5
> CO[C@H]1CN(C)C(=O)c2cc(NC(=O)c3cnccn3)ccc2OC[C@H](C)N(C(C)=O)C[C@H]1C
    10	/	0.9	/
> COc1ccc(-c2ccc([C@H]3[C@@H](CO)N4C(=O)CN(C(=O)c5cccnc5)C[C@H]34)cc2)cc1
    -56	/	1.0	-7
> O=C(C[C@H]1C[C@@H]2c3cc(NC(=O)NC4CCCC4)ccc3O[C@@H]2[C@H](CO)O1)NCc1ccncc1
    3	32	-2.9	1
> CC(C)NC(=O)Nc1ccc2c(c1)C(=O)N([C@H](C)CO)C[C@H](C)[C@H](CN(C)Cc1ccc(C(F)(F)F)cc1)O2
    12	/	-2.3	0&0
> O=C(NCC1CCCCC1)[C@@H]1[C@@H](CO)[C@@H]2Cn3c(ccc(-c4ccc(F)cc4)c3=O)[C@H]1N2
    13	66	-1.3	3
> C[C@H]1CN([C@@H](C)CO)C(=O)c2cccc(NS(=O)(=O)c3ccc(F)cc3)c2O[C@@H]1CN(C)C
    -2	/	0.9	1
> CCCNC(=O)N1[C@@H](CO)[C@@H]2c3ccccc3N(C(=O)Nc3cccc(F)c3)C[C@@H]21
    -2	-40	-2.2	2
> C[C@H](CO)N1C[C@H](C)[C@@H](CN(C)C(=O)Nc2ccc(C(F)(F)F)cc2)Oc2ccc(NC(=O)NC3CCCCC3)cc2C1=O
    -9	-35	-1.8	-6
> C[C@@H]1CCCCO[C@@H](CN(C)CC2CCCCC2)[C@@H](C)CN([C@H](C)CO)C(=O)c2cc(NS(C)(=O)=O)ccc2O1
    -15	-3	0.2	6
> C[C@H]1CN([C@@H](C)CO)S(=O)(=O)c2ccc(C#CCC3CCCC3)cc2O[C@H]1CN(C)C(=O)CN(C)C
    -69	107	-0.8	1
> C[C@@H]1CCCCO[C@@H](CN(C)C(=O)Nc2ccc(C(F)(F)F)cc2)[C@@H](C)CN([C@H](C)CO)C(=O)c2cc(NC(=O)Nc3cccc4ccccc34)ccc2O1
    -22	/	-0.2	2
> C[C@H]1CN([C@@H](C)CO)C(=O)c2cccc(NC(=O)c3ccc(-c4nccs4)cc3)c2O[C@@H]1CN(C)Cc1ccccc1
    -18	71	0.4	2
> COc1ccc(S(=O)(=O)N(C)C[C@H]2OCCCC[C@H](C)Oc3ccc(NS(=O)(=O)c4ccccc4)cc3C(=O)N([C@@H](C)CO)C[C@H]2C)cc1
    /	92	-1.5	3
> COc1ccc(-c2ccc3c(c2)[C@@H]2[C@@H](CCN2C(=O)c2ccc4c(c2)OCO4)[C@@H](CO)N3C)cc1
    -56	100*	-2.2	-4

Grouped by structure: the compounds so far containing two or more sulfur atoms (two)
Second line of a record: Pf Dd2 growth	T cruzi growth	GASC1 inh	C diff HTS
> C[C@@H]1CN([C@@H](C)CO)C(=O)c2cc(NS(=O)(=O)c3ccc(F)cc3)ccc2O[C@@H](C)CCCCO[C@H]1CN(C)S(=O)(=O)c1cccs1
    /	46	-0.3	-3
> COc1ccc(S(=O)(=O)N(C)C[C@H]2OCCCC[C@H](C)Oc3ccc(NS(=O)(=O)c4ccccc4)cc3C(=O)N([C@@H](C)CO)C[C@H]2C)cc1
    /	92	-1.5	3
